# Screening data (PubChem BioAssay)
# OX1R antagonist: antagonists of human orexin 1 receptor. O43613. CHO/OX1R cells, Fluo-8 calcium fluorescence, orexin A. inhibition, % at 5 µM. 330,000 tested, 0.43% active;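 active = inhibition above its plate's threshold, mean inhibition of all tested compounds on the plate plus 3 SD, cut at about 37% in these data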;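 also: 0% = orexin A challenge wells and 100% = SB-334867-A antagonist wells; not every result past the cut was called active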
# Target sequence (O43613 whole entry, looked up): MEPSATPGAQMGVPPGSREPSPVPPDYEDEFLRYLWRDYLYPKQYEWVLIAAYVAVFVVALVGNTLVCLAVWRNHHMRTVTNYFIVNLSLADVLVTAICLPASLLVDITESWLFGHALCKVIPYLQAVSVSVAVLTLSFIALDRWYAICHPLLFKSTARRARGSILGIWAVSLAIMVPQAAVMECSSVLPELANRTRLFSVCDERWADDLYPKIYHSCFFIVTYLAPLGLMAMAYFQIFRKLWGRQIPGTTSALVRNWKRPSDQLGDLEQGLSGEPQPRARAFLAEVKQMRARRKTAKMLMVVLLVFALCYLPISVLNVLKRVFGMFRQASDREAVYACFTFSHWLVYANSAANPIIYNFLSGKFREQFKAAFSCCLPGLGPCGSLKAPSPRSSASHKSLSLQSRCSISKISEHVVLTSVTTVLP
# CHT allo act: allosteric activators of human choline transporter CHT. CHT-expressing cells, membrane potential dye, choline EC20; stronger effect = higher value; LV-AA mutant CHT in HEK293 cells. B-score at 10 µM. Q9GZV3. 310,000 tested, 0.49% active;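 active = initial fluorescence not abnormally high and integrated response B-score, plate-corrected, over 3 SD above library mean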
# Target sequence (Q9GZV3 whole entry, looked up): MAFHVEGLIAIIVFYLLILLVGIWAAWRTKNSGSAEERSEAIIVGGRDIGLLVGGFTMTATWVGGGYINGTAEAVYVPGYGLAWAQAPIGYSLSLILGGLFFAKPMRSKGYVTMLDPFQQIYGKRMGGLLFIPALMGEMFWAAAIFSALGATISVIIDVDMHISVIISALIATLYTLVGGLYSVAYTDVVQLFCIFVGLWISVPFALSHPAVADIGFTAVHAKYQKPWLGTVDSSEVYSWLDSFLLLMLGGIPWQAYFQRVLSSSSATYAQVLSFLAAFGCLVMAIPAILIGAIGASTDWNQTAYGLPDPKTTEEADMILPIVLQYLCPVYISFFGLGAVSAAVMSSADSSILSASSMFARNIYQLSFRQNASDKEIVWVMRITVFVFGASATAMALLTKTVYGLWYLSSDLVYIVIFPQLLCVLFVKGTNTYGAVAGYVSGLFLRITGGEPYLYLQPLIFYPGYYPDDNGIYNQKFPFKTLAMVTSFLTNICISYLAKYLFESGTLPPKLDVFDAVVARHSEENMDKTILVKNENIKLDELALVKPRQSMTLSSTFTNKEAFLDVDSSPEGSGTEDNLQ
# * marks the source's active call; other numbers are inactive results; i = inactive; nt = not tested or not shown; & = joins results of further samples.
# The opening 2 entries (preview)
# Each structure is followed by: OX1R antagonist, CHT allo act
c1ccc(-c2nc(-c3cccs3)[nH]c2-c2ccccc2)cc1
→ -7, i
O=C(O)c1ccc(/C=C2\SC(=S)N(NC(=O)c3ccccc3)C2=O)cc1
→ -10, i

# The listing, previewed entries included:
# Each structure is followed by: OX1R antagonist, CHT allo act
c1ccc(-c2nc(-c3cccs3)[nH]c2-c2ccccc2)cc1
→ -7, i
O=C(O)c1ccc(/C=C2\SC(=S)N(NC(=O)c3ccccc3)C2=O)cc1
→ -10, i
CCc1cc(C(=O)Nc2ccccc2)cs1
→ 5, i
Cc1ccc(OCCn2cnc3c(N)ncnc32)cc1
→ -15, i
CCCCc1nc2c(=O)[nH]c3ccccc3c2o1
→ -13, i
COc1ccc(CC(=O)N/N=C/c2cccnc2)cc1OC
→ -9, i
CC(C)(O)C#Cc1ccc(C(=O)N2CCN(c3ccc([N+](=O)[O-])cc3)CC2)cc1
→ -7, i
C=CCNc1sc(C(=O)c2ccc(Br)s2)c(N)c1C#N
→ -10, i
COc1ccc(CCNC(=O)C2CC(=O)N(c3ccc(F)cc3)C2)cc1OC (stereo not given)
→ -6, i
O=C(NCCc1ccc(F)cc1)Nc1ccc([N+](=O)[O-])cc1
→ nt, i
Nc1c(-c2ccsc2)cnc2ncnn12
→ -7, i
O=C(Nc1ccccc1Br)c1cc[n+]([O-])cc1
→ -19, i
COc1ccc(/C=C(/C#N)C(=O)Nc2cc(C)ccc2C)cc1C(=O)O
→ -12, i
O=C(Cn1c(COc2ccccc2)nc2ccccc21)Nc1cc(Cl)ccc1Cl
→ -7, i
CC(C)(C)NC(=O)C(c1ccccn1)N(C(=O)C1CSC(=O)C1)c1cccc(F)c1 (stereo not given)
→ -18, i
COc1ccc(/C(O)=C2/C(=O)C(=O)N(CCN(C)C)C2c2ccccc2)cc1Cl (stereo not given)
→ -14, i
O=C(Cc1cccs1)Nc1ccc(-c2nnc(-c3ccco3)o2)cc1
→ -15, i
Cc1ccc(C)c(-n2c(SCC(N)=O)nnc2-c2ccccn2)c1
→ -20, i
Cc1cccc(NC(=O)c2oc3ccc(S(=O)(=O)N4CCOCC4)cc3c2C)c1C
→ -3, i
Cc1ccc(-c2c(C#N)c(N)nc3c2CCCCC3)cc1
→ -13, i

# Laid out differently: results already given.
SMILES: C=CCNc1sc(C(=O)c2ccc(Br)s2)c(N)c1C#N
  OX1R antagonist: -10; CHT allo act: i

SMILES: COc1ccc(CCNC(=O)C2CC(=O)N(c3ccc(F)cc3)C2)cc1OC (stereo not given)
  OX1R antagonist: -6; CHT allo act: i

SMILES: O=C(NCCc1ccc(F)cc1)Nc1ccc([N+](=O)[O-])cc1
  OX1R antagonist: nt; CHT allo act: i

SMILES: Nc1c(-c2ccsc2)cnc2ncnn12
  OX1R antagonist: -7; CHT allo act: i

# (more compounds)
# Each structure is followed by: OX1R antagonist, CHT allo act
CCSc1nnc(NC(=O)CN2C(=O)NC3(CCCC3)C2=O)s1
→ -16, nt
CCc1ccc(S(=O)(=O)NCCc2csc(C)n2)s1
→ -12, i
O=C(COC(=O)c1ccc(Br)c(S(=O)(=O)N2CCOCC2)c1)NCC1CCCO1 (stereo not given)
→ -12, i
COc1ccc(Cl)cc1NC(=O)CN1C(=O)NC(C)(Cc2ccc(OC)c(OC)c2)C1=O (stereo not given)
→ -17, nt
COc1ccc(CNC(=O)c2cccc(-c3ccc(C)c4ccccc34)n2)cc1
→ -45, i
O=C(CCCOc1ccc(Cl)cc1Cl)NCCc1ccccn1
→ -18, i
Cn1c(=O)n(C)c2cc(NC(=O)CSc3nc4ccccc4c(=O)[nH]3)ccc21
→ -11, i
COc1ccc(C(CNC(=O)c2ccc(NS(=O)(=O)c3ccc(F)cc3)cc2)N2CCOCC2)cc1 (stereo not given)
→ -21, i
COc1ccc(-c2csc(NC(=O)c3ccc(N4C(=O)CCC4=O)cc3)n2)cc1OC
→ -15, i
C=C(C)C(O)COc1c2occc2c(OC)c2ccc(=O)oc12 (stereo not given)
→ -11, nt
COC(=O)c1ccccc1NC(=O)COC(=O)CSCC(=O)N1CCOCC1
→ -23, i
CCOc1ccc(NC(=O)C(C)O)c(NS(=O)(=O)c2ccc(CCNC(C)=O)cc2)c1 (stereo not given)
→ -8, i
COc1ccc(-c2nn(-c3ccccc3C)cc2CNC(C)c2cn(C)nc2C)cc1F (stereo not given)
→ -32, i
Cn1cccc1CC(=O)N/N=C/c1ccc([N+](=O)[O-])cc1
→ -11, i
Cn1nc(C(=O)NCc2cccc(Cl)c2)c2c1-c1ccccc1S(=O)(=O)C2
→ 10, i
CS(=O)(=O)Nc1ccc(S(=O)(=O)N2CCOCC2)cc1
→ -6, i
O=C(NNC(=O)c1ccco1)c1cccc([N+](=O)[O-])c1
→ -8, i
Cc1ccc(NCc2n[nH]c(=S)n2-c2cccc(Cl)c2)cc1
→ -17, i
CCC(C(=O)NCCCN1CCN(C)CC1)n1nc(C)c2sc3ccccc3c2c1=O (stereo not given)
→ -37, i
CN(C)S(=O)(=O)c1cc([N+](=O)[O-])ccc1N1CCCCCC1
→ -26, i

# Each structure is followed by: OX1R antagonist, CHT allo act
COc1ccc(N=C2SC(CC(=O)Nc3ccccc3)C(=O)N2CCN2CCOCC2)cc1 (stereo not given)
→ -19, i
CCN1C(=NCc2ccc(OC)cc2)N[C@@H](CCc2ccccc2)[C@H](C(=O)NCc2ccc(OC)cc2)[C@H]1C
→ -23, i
Fc1ccc(-c2nc3c(Cl)cc(C(F)(F)F)cn3c2Cl)cc1
→ -13, i
CC(=O)c1cccc(-n2c(CCC(=O)O)ccc2-c2ccc(C)cc2)c1
→ -38, i
Cc1ccc(NC(=O)CN(C)CC(=O)Nc2ccc(N3CCOCC3)cc2)cc1F
→ -23, i
COc1cc(NS(=O)(=O)c2ccc(NC(=O)c3ccco3)cc2)nc(OC)n1
→ -1, i
O=C(CSc1nnc(-c2c[nH]c3ccccc23)o1)N1CCCCC1
→ -25, i
O=C(O)CCC(=O)NC(c1ccccc1)c1ccccc1
→ 2, i
Cc1ccc(C(C)C)c(OCc2ccc(C(=O)N/N=C/c3ccc(C(=O)O)cc3)cc2)c1
→ -11, i
Cc1ccc(-n2c(N)c(C(=O)Nc3c(C)n(C)n(-c4ccccc4)c3=O)c3nc4ccccc4nc32)cc1C
→ 37, i
C=CCn1c(O)c(N=NC(=O)CNC(=O)c2cccs2)c2ccccc21
→ -13, i
CCOC(=O)C1CCCN(C(=O)c2ccc(-c3ccc([N+](=O)[O-])cc3)o2)C1 (stereo not given)
→ -30, i
CCCN(CCO)Cc1ccc(Cl)c(Cl)c1
→ 6, i
COc1ccc(C2CC(=O)C(C=NCCO)=C(O)C2)cc1 (stereo not given)
→ -5, i
CC(C)N1C(=O)/C(=C\c2nc3ccccc3c(=O)n2-c2ccccc2)c2ccccc21
→ -22, i
CCOC(=O)N1CCN(C(=O)C2CCN(C(=O)c3cc4sccc4n3CC)CC2)CC1
→ -34, i
CCOC(=O)c1[nH]ncc1CN1CCC(Cc2ccccc2)(C(=O)OCC)CC1
→ -12, i
CCN(c1ccccc1)S(=O)(=O)c1cccc(C(=O)OCc2nc3sc(C)c(C)c3c(=O)[nH]2)c1
→ -35, i
O=C(NCC(F)(F)F)Nc1ncccn1
→ 9, i
CCOC(=O)c1c(NC(=O)Cn2nnc3ccccc32)sc2c1CCC(C)C2 (stereo not given)
→ -26, i

SMILES	OX1R antagonist	CHT allo act
Cc1noc(C)c1-c1csc(N2CCC(C(N)=O)CC2)n1	1	nt
COc1ccc(/C=C/C(=O)c2ccc[nH]2)c(OC)c1OC	-18	i
Cc1cc(CN2CCN(CCC#N)CC2)c(O)c(C2(C)CCCCC2)c1	-9	i
COc1ccccc1/C=C/c1nc2ccccc2c(=O)o1	-5	i
CCCC[C@@H]1CNC(=S)N1CCCc1cc(OC)c(OC)c(OC)c1	-18	i
CCCCN(C)C(=O)CS(=O)(=O)Cc1nc(-c2cccc(OC)c2)oc1C	-23	i
OC(COCCC12CC3CC(CC(C3)C1)C2)CN1CCCCC1 (stereo not given)	-6	i
COc1cccc(NC(=O)COC(=O)C2CCCCC2)c1	7	nt
O=S(=O)(c1cccc(C(F)(F)F)c1)N1CCN(c2cnccn2)CC1	-16	i
COC(=O)c1c(NC(=O)CN2CCN(c3ccccc3)CC2)c2c(C)cccc2n1C	-28	i
Cc1cccc(C(=O)Nc2ccc(NC(=O)c3ccccc3)cc2)c1	-24	i
CCn1c(SCc2nc3cc(OC)c(OC)cc3c(=O)[nH]2)nc2ccccc21	-17	i

SMILES	OX1R antagonist	CHT allo act
OC(CNCC1COc2ccccc2O1)COc1ccccc1F (stereo not given)	-27	i
O=C(O)CC/C(=C\c1cc2c(cc1Br)OCO2)c1nc2ccccc2s1	-10	i
Cc1ccccc1-c1nc(CS(=O)(=O)CC(=O)N2CCOCC2)c(C)o1	-29	i
Cc1ccccc1NC(=O)c1nn(C)c2c1CS(=O)(=O)c1ccccc1-2	-14	i
O=C(/C(C=Nc1ccc(F)cc1)=C(/O)c1ccco1)C(F)(F)F	-15	i
Cc1ccccc1N1C(=O)N(c2cccc(C(F)(F)F)c2)C2CS(=O)(=O)CC21 (stereo not given)	-11	i
Cc1ccc(NC(=O)[C@@H]2CCCN2S(=O)(=O)c2ccc(Cl)cc2)cc1	16	nt
Oc1ccccc1/C=N/c1c(-c2ccco2)nc2ccccn12	-21	i
O=C(Nc1ccc(NC(=S)NC(=O)c2ccco2)cc1)c1ccccc1	-9	i
Cc1cc(C)c(-c2csc(NC(=O)C3=COCCO3)n2)cc1C	-34	i
CCOC(=O)N1CCN(C(=O)CSc2ccc(Cl)cc2)CC1	-23	i
COc1ccc(NC2=C(c3ccc(OC)cc3)C(=O)c3ccccc32)cc1	-16	i

# Sorted by molecular weight (descending): part of the list above.
SMILES	OX1R antagonist	CHT allo act
O=C(O)CC/C(=C\c1cc2c(cc1Br)OCO2)c1nc2ccccc2s1	-10	i
Cc1ccccc1N1C(=O)N(c2cccc(C(F)(F)F)c2)C2CS(=O)(=O)CC21 (stereo not given)	-11	i
Cc1ccccc1NC(=O)c1nn(C)c2c1CS(=O)(=O)c1ccccc1-2	-14	i
Cc1cc(C)c(-c2csc(NC(=O)C3=COCCO3)n2)cc1C	-34	i
O=C(/C(C=Nc1ccc(F)cc1)=C(/O)c1ccco1)C(F)(F)F	-15	i

# The results go on.
SMILES	OX1R antagonist	CHT allo act
CCC(C)[C@H]1CNCCN1CC1(c2ccccc2)CC1 (stereo not given in full)	-14	i
CN(Cc1ccc(C(C)(C)C)cc1)C(=O)C1CCN(C(=O)Nc2ccccc2)CC1	-21	i
Cc1ccsc1-c1nc(CN2C[C@@H](C)O[C@@H](C)C2)c(C)o1	-20	i
COc1c(Br)cc(C(N)=O)cc1OCc1ccccc1	1	i
COc1ccc2nc(C)cc(SCC(=O)O)c2c1	-20&11	i
COc1ccc(CN(C)C(=O)C2CSC3(C)CCC(=O)N23)cc1 (stereo not given)	-2	i
Cc1ccc(-c2nc3cnccn3c2Nc2c(C)cccc2C)o1	-19	i
COc1ccc(NC(=O)c2ccc(OC(F)F)cc2)cc1Cl	-10	i
COC(=O)c1ccc(COC(=O)CNC(=O)c2ccco2)cc1	1	i
COC(=O)c1nnc(-c2ccccc2)c(-c2ccccc2)n1	-16	i
COC(=O)CN1C(=O)[C@H]2[C@@H](c3ccc(C)o3)N3C(=O)CN(Cc4ccccn4)C(=O)[C@@]3(C)[C@H]2C1=O	-19	i
CCNc1nc(NC#N)nc(SCC(=O)OCC)n1	-13	i

SMILES	OX1R antagonist	CHT allo act
Cc1cc(=O)[nH]c(SCCCOc2ccc3c(c2)CCC3)n1	-5	i
Cc1cc(NC(=O)C2CCCN2C(=O)Nc2c(C)cccc2C)ccc1-n1cnnn1 (stereo not given)	1	i
COc1ccccc1-c1cc(C(=O)N2CCCC2)no1	-7	i
Cc1cc(C)cc(C(=O)NCC(=O)N(C)CCOc2ccccc2)c1	-18	nt
O=C(Nc1ccccc1)Nc1nnc(Cc2ccc([N+](=O)[O-])cc2)s1	2	i
COc1ccccc1-n1cnnc1SCc1csc(-c2ccccc2)n1	-22	i
CCCCn1c(N)c(N(CC(C)C)C(=O)C2=NN(c3ccccc3)C(=O)CC2)c(=O)[nH]c1=O	-3	nt
CCOC(=O)[C@H]1[C@H]2COc3ccc(C)cc3[C@@H]2N2C(=O)c3ccc(Cl)cc3NC(=O)[C@@]12C	-23	nt
O=C(Nc1ccccc1)c1ccccc1NC(=O)[C@H]1CCCC[C@H]1C(=O)O	-19	i
COc1ccc(N(CC(=O)Nc2ccccc2C(=O)O)S(=O)(=O)c2ccc(C)c([N+](=O)[O-])c2)cc1	-7	i
COc1cccc(CNC(=O)CCCNS(=O)(=O)c2cccs2)c1	-5	i
NC(=O)CSc1nnc2ccc(-c3ccc(F)cc3)nn12	-5	i

SMILES	OX1R antagonist	CHT allo act
CSc1nnc(-c2ccco2)n1-c1ccccc1	-20	i
CC(=O)OC1CSC2c3ccccc3C(=O)N2Cc2sccc21 (stereo not given)	-14	i
Cc1nn(CC(=O)NCCCN2CCCCC2)c(=O)c2cccn12	-3	i
Cc1cc(C)cc(-n2ncc3c2CCCC3NC(=O)CN2CCCC2=O)c1 (stereo not given)	-21	i
CCCC(=O)N(Cc1cc2cccc(C)c2[nH]c1=O)c1ccccc1OC	-3	i
COc1ccc(CN2CCN(Cc3cccc(Oc4ccccc4)c3)CC2)c(OC)c1OC	-30	i
CC(C)CCNC(=O)Cn1c(=O)oc2cc(S(=O)(=O)N3CC(C)CC(C)C3)ccc21 (stereo not given)	-25	i
Cc1cccc(C)c1NC(=O)C[N+](C)(C)CC(O)COc1cccc2ccccc12 (stereo not given)	-11	i
O=C(OC(c1ccc(NS(=O)(=O)c2ccccc2)cc1)(C(F)(F)F)C(F)(F)F)c1ccccc1	-23	i
